OTUD3 inh: inhibitors of human OTUD3 deubiquitinase | AID 1645858, 2021 | actives 0.7% (n = 47,000) | OTU domain-containing protein 3 (Homo sapiens), Q5T2D3 | inhibition, % at 25 µM | purified OTUD3, Ub-rhodamine fluorescence, 2 h
USP17 inh: inhibitors of human USP17 deubiquitinase. Ubiquitin carboxyl-terminal hydrolase 17-like protein 5 (Homo sapiens), A8MUK1. purified USP17, Ub-rhodamine cleavage fluorescence, 3 h. inhibition, % at 50 µM. actives 6.5% (n = 47,000)
UCHL1 inh: inhibitors of human UCHL1 deubiquitinase; Ubiquitin carboxyl-terminal hydrolase isozyme L1 (Homo sapiens), P09936; actives 0.2% (n = 47,000); purified UCHL1, Ub-rhodamine cleavage fluorescence; inhibition, % at 20 µM
USP10 inh: inhibitors of human USP10 deubiquitinase; Ubiquitin carboxyl-terminal hydrolase 10 (Homo sapiens), Q14694; purified USP10, Ub-rhodamine fluorescence, 60 min; inhibition, % at 20 µM; actives 1.1% (n = 47,000); AID 1645856, 2021
USP28 block: inhibitors of human USP28 deubiquitinase. purified USP28, Ub-rhodamine cleavage fluorescence, 30 min. inhibition, % at 25 µM. actives 3% (n = 47,000). AID 1645857, 2021
Target sequence (Q96RU2 whole entry, looked up): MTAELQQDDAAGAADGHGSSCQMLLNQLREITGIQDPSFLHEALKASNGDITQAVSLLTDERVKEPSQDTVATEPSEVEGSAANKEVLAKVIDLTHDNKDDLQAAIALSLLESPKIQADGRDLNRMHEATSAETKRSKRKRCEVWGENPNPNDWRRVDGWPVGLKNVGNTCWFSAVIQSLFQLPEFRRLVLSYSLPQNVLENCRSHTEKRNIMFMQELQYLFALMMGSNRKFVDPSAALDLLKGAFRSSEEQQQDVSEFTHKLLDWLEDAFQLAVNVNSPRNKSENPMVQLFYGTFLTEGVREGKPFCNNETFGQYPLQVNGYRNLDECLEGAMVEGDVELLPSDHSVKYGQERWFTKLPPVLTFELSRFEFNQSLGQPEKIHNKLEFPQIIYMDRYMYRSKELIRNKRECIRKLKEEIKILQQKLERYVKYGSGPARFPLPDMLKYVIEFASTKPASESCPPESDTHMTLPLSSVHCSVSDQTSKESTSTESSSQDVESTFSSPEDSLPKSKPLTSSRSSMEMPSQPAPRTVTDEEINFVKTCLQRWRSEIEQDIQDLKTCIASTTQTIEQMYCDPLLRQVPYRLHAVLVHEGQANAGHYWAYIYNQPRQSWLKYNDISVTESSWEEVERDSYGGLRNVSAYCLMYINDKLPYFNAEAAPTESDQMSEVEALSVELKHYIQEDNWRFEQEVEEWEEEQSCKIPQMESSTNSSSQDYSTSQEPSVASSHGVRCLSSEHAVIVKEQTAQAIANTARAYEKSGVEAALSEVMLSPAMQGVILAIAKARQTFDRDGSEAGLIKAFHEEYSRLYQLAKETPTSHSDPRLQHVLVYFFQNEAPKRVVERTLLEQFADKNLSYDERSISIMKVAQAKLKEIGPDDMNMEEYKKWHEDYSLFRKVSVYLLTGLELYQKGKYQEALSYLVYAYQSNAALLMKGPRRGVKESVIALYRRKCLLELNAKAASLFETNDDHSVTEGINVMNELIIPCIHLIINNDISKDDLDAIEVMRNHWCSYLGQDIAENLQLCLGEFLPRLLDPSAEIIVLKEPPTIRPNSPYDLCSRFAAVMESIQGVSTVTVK
USP8 inh: inhibitors of human USP8 deubiquitinase. actives 4.2% (n = 47,000). Ubiquitin carboxyl-terminal hydrolase 8 (Homo sapiens), P40818. inhibition, % at 20 µM. purified USP8, Ub-rhodamine cleavage fluorescence, 30 min
USP30 block: inhibitors of human USP30 deubiquitinase; purified USP30, Ub-rhodamine cleavage fluorescence; AID 1645860, 2021; Ubiquitin carboxyl-terminal hydrolase 30 (Homo sapiens), Q70CQ3; actives 5.3% (n = 47,000); inhibition, % at 25 µM
USP7 inh: inhibitors of human USP7 deubiquitinase | Ubiquitin carboxyl-terminal hydrolase 7 (Homo sapiens), Q93009 | purified USP7, Ub-rhodamine cleavage fluorescence | inhibition, % at 20 µM | actives 0.3% (n = 47,000) | AID 1645854, 2021
* = called active by the depositor; i = inactive; · = no result given. Cut-off read from the data, not from the text of the source: active = inhibition above about 30%; inactive = the rest.

SMILES | OTUD3 inh | USP17 inh | UCHL1 inh | USP10 inh | USP28 block | USP8 inh | USP30 block | USP7 inh
Cc1ccc(C(=O)Nc2cc3c4c(c2)C(C)C(=O)N4CCC3)cc1 (stereo not given) | -23 | -32 | -7 | -6 | 25 | -15 | -93 | -7
Cc1cccc(NC(=O)CCc2nc(-c3cccnc3)no2)c1 | -3 | -8 | 0 | -1 | -18 | -6 | -13 | 0
Cc1cc(=O)[nH]c(C2CN(C(=O)c3ccc4c(c3)CCCC4)CCO2)n1 (stereo not given) | -3 | 0 | 0 | 0 | -3 | 0 | 0 | -1
CCOC(=O)c1nc(Cn2c(C(F)(F)F)nc3ccccc32)no1 | 2 | 10 | 1 | 2 | · | -3 | · | 5
CC(C)c1ccc(CNc2nc3nc(CN4CCOCC4)cc(=O)n3[nH]2)cc1 | 2 | 11 | -4 | -5 | 4 | 21 | 4 | 0
O=C(CN1CCC2(CC1)Nc1cc(Cl)ccc1C1=NCCN12)NCC1CC1 | 7 | 10 | 1 | -5 | 12 | 14 | 17 | -8
COc1cccc(C2C(C(=O)Nc3cccnc3)=C(C)Nc3nnnn32)c1OC (stereo not given) | -6 | 0 | -2 | 0 | -17 | -6 | 1 | -1
CN1CCCC2(Cc3ccccc3CN(C(=O)c3ccccc3)C2)C1 (stereo not given) | 8 | -4 | -1 | -1 | 2 | -34 | 19 | -7
O=C(Nc1cccc(Cl)c1)C1Cn2ccnc2C2(CCN(C(=O)C3CCC3)CC2)O1 (stereo not given) | 1 | -3 | 3 | -1 | 1 | -20 | 6 | 5
Cc1nc(C2CCN(Cc3cnc(C(C)C)nc3)CC2)nc2c1CCC(=O)N2C | 7 | -6 | -1 | -1 | -4 | -25 | -10 | 2
COC(=O)c1cccc(NC(=O)CC2C(=O)NCCN2C(=O)Nc2ccccc2)c1 (stereo not given) | -13 | -11 | -1 | 0 | -10 | 0 | -6 | -3
COc1ccc(C(=O)CSc2nnc(CN3CCOCC3)n2C)cc1 | -4 | -3 | 0 | 1 | -3 | 5 | -11 | 1
O=C(c1ccccc1)N1CCCCCC1C1CCN(Cc2nnnn2-c2ccccc2)CC1 (stereo not given) | -28 | -14 | -7 | -6 | -24 | -42 | -42 | -5
NC(=O)C1CN(S(=O)(=O)c2ccccc2)CC12CCCCC2 (stereo not given) | 1 | -5 | -1 | 0 | -5 | -6 | -1 | 0
O=C(COc1ccc([N+](=O)[O-])cc1)NC12CC3CC(CC(C3)C1)C2 | 5 | 0 | 3 | 5 | 5 | -108 | 11 | -4
CN(c1ccccc1)c1ccc2ccc(C(=O)NC3CC3)cn12 | -4 | -5 | 0 | -2 | 8 | -79 | -12 | -8
c1ccc(CNc2ncnc3sccc23)nc1 | -17 | -11 | -4 | -9 | -6 | -49 | -27 | -2
Cc1ccccc1C(=O)N1CCN(C2CCN(Cc3cc4ccccc4o3)CC2)C(=O)C1 | 7 | 2 | -1 | -5 | 0 | 5 | 3 | 1
O=C(NC1CC(=O)N(Cc2ccccc2)C1)c1n[nH]c2c1CCCC2 (stereo not given) | -5 | 1 | 0 | 1 | 0 | -3 | 2 | -4
CC(C)(C)OC(=O)N1CCNC(c2ccc(-c3ccccc3)cc2)C1 (stereo not given) | 0 | 0 | 4 | 1 | 2 | 6 | 14 | ·
O=C(c1ccccc1F)N1CCCn2nnc(CN3CCCCC3)c2C1 | 4 | -31 | 0 | -1 | -1 | -256 | 0 | 3
Cc1cccc(NC(=O)Nc2nnc(N3CCCC(C)C3)s2)c1 (stereo not given) | -5 | -4 | -2 | 1 | -6 | -3 | 18 | 1
O=C(Cc1noc2ccccc12)N1CCCCC1c1nc2ccccc2s1 (stereo not given) | 7 | 11 | 1 | -2 | 11 | -18 | -33 | -52
Cc1ccc(N2CCCn3c2nc2c3c(=O)n(CC(=O)OCc3ccccc3)c(=O)n2C)cc1C | 18 | 6 | 6 | 0 | 19 | 8 | 7 | 3
Cn1c(=O)c2c(ncn2CCOc2ccc(Br)cc2)n(C)c1=O | 14 | 13 | 0 | 0 | 16 | 2 | 22 | 1
COc1ccc(C)cc1NC(=O)N1CCC2(CC1)Nc1ccccc1-n1cccc12 | 8 | -2 | 5 | 11 | 14 | 13 | 11 | -83
c1csc(COc2ccccc2CNC2CCCCC2)c1 | 15 | 4 | 5 | 0 | 17 | 16 | 29 | 0
CCN1Cc2c(C(=O)N3CCC(C)CC3)ncn2-c2ccccc2S1(=O)=O | 11 | -30 | 0 | 0 | 0 | -279 | 1 | -6
Clc1ccccc1C#CC(c1ccccc1Cl)c1ccnc2ncccc12 (stereo not given) | 16 | 19 | 5 | 12 | 14 | 26 | 28 | 10
COc1ccc(CN2CCC(O)(Cn3ccc4nc(Cl)ccc43)CC2)cc1OC | 2 | 12 | 2 | -3 | 6 | 13 | 14 | 4
Cc1ccc(S(=O)(=O)N2CCC3(CC2)NCCN=C3NC2CCCCC2)cc1C | 4 | 3 | 1 | -1 | 5 | -3 | 18 | 4
CCc1nc2sc3c(SCC(=O)Nc4ccc(Cl)cc4Cl)ncnc3c2c2c1COC(C)(C)C2 | 1 | 0 | -2 | -1 | -5 | 0 | 3 | 1
CCCN1CCN(C(=O)CN2Cc3ccccc3C2=O)CC1 | 12 | 15 | 2 | 0 | 2 | -1 | 16 | 9
COC(=O)c1ccc(S(=O)(=O)N(Cc2ccc(C(N)=O)cc2)C2CC2)cc1 | 9 | 15 | 2 | 7 | 5 | 14 | 0 | 5
CN(C)C(CNC(=O)c1ccc2ccccc2n1)c1ccccc1 (stereo not given) | -4 | 0 | -2 | -1 | -6 | 0 | -7 | 1
Cc1ccc(CNC(=O)C2CCCN(c3cnc4nccnc4c3)C2)cc1 (stereo not given) | -190 | -138 | -119 | -5 | -248 | -180 | i | -143
CC(=O)OCc1cnc(C)c2oc(=O)c(-c3nc(-c4ccccc4)no3)cc12 | -124 | -135 | -13 | -8 | -233 | -30 | -423 | -11
COCC(=O)N[C@H]1C[C@H]2Cc3ccccc3[C@@H](C1)N2C(C)=O | 15 | 10 | 0 | -3 | 7 | -14 | 0 | 2
COc1ccc(-c2nnc(NC(=O)CSc3ccc(C)cc3)o2)cc1 | -4 | -14 | -2 | -2 | -11 | -315 | 0 | 3
CC1Cc2ccccc2N1C(=O)CSc1nnc(-c2ccccc2Cl)n1Cc1ccccc1 (stereo not given) | 10 | 25 | 8 | 12 | 30 | 8 | 26 | 3
Cn1c(CNC(=O)C2CCC2)nc2c1CN(C(=O)NC1CCCCC1)CC2 | 0 | -3 | 0 | 0 | 2 | -2 | 8 | 1
COCC1CN(C(=O)c2ccoc2)Cc2cnn(CC3CCOCC3)c21 (stereo not given) | 2 | -19 | -2 | -2 | 0 | -200 | -5 | -4
COc1cccc(NC(=O)N2CCC3(CC2)NC(=O)[C@H]2CN(CC(C)C)C[C@H]23)c1 | -6 | -12 | -5 | -2 | -6 | -33 | -17 | 0
COc1ccc(NC(=O)CC(C)CC(=O)Nc2ccc(C(C)C)cc2)c(OC)c1 (stereo not given) | 14 | 46* | 0 | -1 | 2 | 8 | 20 | 4
CNc1nc(C2CCCNC2)nc2c1CCN(S(=O)(=O)C1CCCCC1)C2 (stereo not given) | -18 | -10 | -4 | -4 | -16 | 10 | -31 | -2
O=c1[nH]c(-c2ccccn2)nc2c1CCN(Cc1cnn(-c3ccccc3)c1)C2 | -4 | 55* | -5 | -2 | -12 | -259 | 19 | 0
CC(C)NC(=O)C1c2ccccc2C(=O)N(C2CCCC2)C12CCCCC2 (stereo not given) | 3 | 0 | 0 | 4 | 2 | 0 | 5 | 0
CCSc1ncnc2c1sc1nc3c(cc12)COC(C)(C)C3 | 3 | -5 | 0 | -1 | · | 1 | · | -9
O=C(O)CCC(=O)N1CCN(c2ncccc2C(F)(F)F)CC1 | -2 | -29 | -2 | 3 | -5 | 1 | -5 | 0
COc1cc2c(cc1NC(=O)c1ccc(-n3cnnn3)cc1)oc1ccccc12 | -12 | 53* | 2 | 14 | -6 | -1 | -6 | 4
COc1ccccc1-c1noc(-c2nn(-c3ccc(C)cc3)ccc2=O)n1 | -14 | -3 | 1 | -1 | -16 | -13 | -5 | -32
COc1cccc(CN2CC=CCC(C3CCN(C(=O)c4scnc4C)CC3)C2=O)c1 (stereo not given) | 0 | 5 | -3 | -6 | 6 | 5 | -2 | -3
O=C(CSC1=NC2(CCCC2)Nc2ccccc21)Nc1cccc(Cl)c1 | -27 | 2 | -6 | -6 | -32 | -20 | -159 | 0
O=S(=O)(c1cc(-c2nnc(C3CCCC3)o2)co1)N1CCCCCC1 | 9 | 1 | 1 | 0 | -4 | -11 | -10 | 0
Cc1nn(-c2ccc(Cl)cc2)c2[nH]c(=O)c(CNCc3cccs3)cc12 | -51 | 8 | -4 | 6 | -69 | 77* | i | 4
O=c1c2c(ccn1Cc1ccccc1F)ccn2Cc1cccnc1 | 0 | -17 | -2 | 0 | · | 2 | · | -45
NC(=O)c1cccnc1OC1CCN(C(=O)c2cccc(Cl)c2)C1 (stereo not given) | 3 | 1 | 1 | 0 | · | -1 | · | -1
CC(=O)Nc1cc(=O)[nH]c2nc(-c3ccc(C(C)(C)C)cc3)nn12 | 8 | 3 | 3 | 4 | · | 3 | · | 6
CCc1ccc(NC(=O)c2cn(C)nc2S(=O)(=O)N2CCCCCC2)cc1 | 12 | -8 | 7 | 5 | 11 | -155 | 12 | -3
CC1NC(=O)C2(CCN(C(=O)Nc3cccc(C(F)(F)F)c3)CC2)NC1=O (stereo not given) | 0 | 1 | 0 | 0 | -7 | 2 | 10 | 1
Further results follow:
SMILES | OTUD3 inh | USP17 inh | UCHL1 inh | USP10 inh | USP28 block | USP8 inh | USP30 block | USP7 inh
CN(C)CC(=O)N1CCC(c2nc3ccc(-c4ccccc4)cn3n2)CC1 | 12 | 2 | 5 | 0 | 16 | -42 | 17 | 3
CCNC(=O)O[C@H]1CN(C(=O)NCC)[C@H]2CC[C@@H](N3CCOCC3)[C@@H]1C2 | 17 | 20 | 3 | 2 | 10 | -194 | 21 | 6
CCN1C(=O)COc2ccc(-c3noc(-c4ccnn4C)n3)cc21 | -2 | 26 | 2 | -1 | -2 | -3 | -6 | 2
FC(F)(F)c1cnc(-c2cc(-c3ccn[nH]3)on2)c(Cl)c1 | -9 | -14 | 1 | 0 | -15 | -13 | -16 | -8
O=C(Cn1c(=O)n(Cc2ccc(C(=O)NC3CCN(Cc4ccccc4)CC3)cc2)c(=O)c2ccccc21)NCC1CCCO1 (stereo not given) | 13 | 18 | 1 | -3 | 4 | -1 | -5 | 2

At a glance, part of the list above.
SMILES | OTUD3 inh | USP17 inh | UCHL1 inh | USP10 inh | USP28 block | USP8 inh | USP30 block | USP7 inh
O=S(=O)(c1cc(-c2nnc(C3CCCC3)o2)co1)N1CCCCCC1 | 9 | 1 | 1 | 0 | -4 | -11 | -10 | 0
Cc1nn(-c2ccc(Cl)cc2)c2[nH]c(=O)c(CNCc3cccs3)cc12 | -51 | 8 | -4 | 6 | -69 | 77* | i | 4
O=c1c2c(ccn1Cc1ccccc1F)ccn2Cc1cccnc1 | 0 | -17 | -2 | 0 | · | 2 | · | -45
NC(=O)c1cccnc1OC1CCN(C(=O)c2cccc(Cl)c2)C1 (stereo not given) | 3 | 1 | 1 | 0 | · | -1 | · | -1
CC(=O)Nc1cc(=O)[nH]c2nc(-c3ccc(C(C)(C)C)cc3)nn12 | 8 | 3 | 3 | 4 | · | 3 | · | 6
CCc1ccc(NC(=O)c2cn(C)nc2S(=O)(=O)N2CCCCCC2)cc1 | 12 | -8 | 7 | 5 | 11 | -155 | 12 | -3
CC1NC(=O)C2(CCN(C(=O)Nc3cccc(C(F)(F)F)c3)CC2)NC1=O (stereo not given) | 0 | 1 | 0 | 0 | -7 | 2 | 10 | 1
CN(C)CC(=O)N1CCC(c2nc3ccc(-c4ccccc4)cn3n2)CC1 | 12 | 2 | 5 | 0 | 16 | -42 | 17 | 3
CCNC(=O)O[C@H]1CN(C(=O)NCC)[C@H]2CC[C@@H](N3CCOCC3)[C@@H]1C2 | 17 | 20 | 3 | 2 | 10 | -194 | 21 | 6
CCN1C(=O)COc2ccc(-c3noc(-c4ccnn4C)n3)cc21 | -2 | 26 | 2 | -1 | -2 | -3 | -6 | 2
FC(F)(F)c1cnc(-c2cc(-c3ccn[nH]3)on2)c(Cl)c1 | -9 | -14 | 1 | 0 | -15 | -13 | -16 | -8
O=C(Cn1c(=O)n(Cc2ccc(C(=O)NC3CCN(Cc4ccccc4)CC3)cc2)c(=O)c2ccccc21)NCC1CCCO1 (stereo not given) | 13 | 18 | 1 | -3 | 4 | -1 | -5 | 2
